Bioassay records from PubChem BioAssay.
GLS inh = qHTS for Inhibitors of Glutaminase (GLS); 410,000 compounds, 0.21% hits; Potency, µM (series often up to 45.5 µM), for the others: at the top dose activity change, negative = inhibition, hits mostly inhibitors; GLS enzymatic activity, qHTS titration; Glutaminase kidney isoform, mitochondrial (Homo sapiens), O94925; note: % is set by controls: 0 for no effect and ±100 for the full control effect
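hKGA in 45 mM KH2PO4 (pH 8.2), 0.02% Tween-20 with compound, then 1mM L-Glutamine (stock as added) plus glutamate oxidase/HRP/Amplex red coupling mix. Fluorescence read initially and after 30 min at RT; signal change reflects glutamate formation.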
JMJD2A Tudor = qHTS Assay for Inhibitors of JMJD2A-Tudor Domain; Lysine-specific demethylase 4A (Homo sapiens), O75164; AlphaScreen JMJD2A-Tudor / H3K4me3 peptide binding; Potency, µM (doses to about 114 µM), inactives show top-dose activity change, negative = inhibition, actives largely listed as inhibitors; 390,000 compounds, 4.4% hits; note: % is set by controls: 0 for no effect and ±100 for the full control effect; nearly all actives have a fitted effect of over 50% in size
Target sequence (O75164 whole entry, looked up, the tested form may be a part): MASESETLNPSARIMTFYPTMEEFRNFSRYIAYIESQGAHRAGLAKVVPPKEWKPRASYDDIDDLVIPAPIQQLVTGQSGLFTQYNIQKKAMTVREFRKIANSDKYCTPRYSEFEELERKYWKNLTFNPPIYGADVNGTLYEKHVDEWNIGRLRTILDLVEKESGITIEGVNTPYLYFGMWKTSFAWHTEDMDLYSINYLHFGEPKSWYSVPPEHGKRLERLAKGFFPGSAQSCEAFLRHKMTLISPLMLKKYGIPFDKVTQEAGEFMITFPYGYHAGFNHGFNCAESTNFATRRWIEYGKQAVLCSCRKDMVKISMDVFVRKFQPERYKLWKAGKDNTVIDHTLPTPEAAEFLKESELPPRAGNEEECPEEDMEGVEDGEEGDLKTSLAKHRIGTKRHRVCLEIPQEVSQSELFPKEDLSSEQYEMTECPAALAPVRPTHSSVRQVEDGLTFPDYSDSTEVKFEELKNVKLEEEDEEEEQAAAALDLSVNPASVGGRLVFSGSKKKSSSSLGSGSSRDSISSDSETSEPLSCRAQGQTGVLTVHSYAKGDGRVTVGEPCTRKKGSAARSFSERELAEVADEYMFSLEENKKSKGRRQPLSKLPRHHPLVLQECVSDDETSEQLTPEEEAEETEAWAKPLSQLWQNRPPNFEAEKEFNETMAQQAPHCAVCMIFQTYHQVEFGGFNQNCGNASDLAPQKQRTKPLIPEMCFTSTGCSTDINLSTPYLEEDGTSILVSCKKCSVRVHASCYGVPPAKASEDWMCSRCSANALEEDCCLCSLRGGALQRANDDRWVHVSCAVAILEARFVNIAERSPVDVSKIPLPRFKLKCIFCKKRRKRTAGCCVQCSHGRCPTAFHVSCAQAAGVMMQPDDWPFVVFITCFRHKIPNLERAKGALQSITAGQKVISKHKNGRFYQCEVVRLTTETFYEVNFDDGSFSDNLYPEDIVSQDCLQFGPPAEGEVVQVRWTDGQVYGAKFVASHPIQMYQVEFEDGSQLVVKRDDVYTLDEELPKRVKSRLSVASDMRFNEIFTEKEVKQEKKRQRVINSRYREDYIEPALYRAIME
ALOX12 inh = Primary qHTS assay for inhibitors of human arachidonate 12S-lipoxygenase (ALOX12): Round 2 | Polyunsaturated fatty acid lipoxygenase ALOX12 (Homo sapiens), P18054 | purified 12hLO, xylenol orange hydroperoxide absorbance | Potency, µM (titrated, usually from 108 µM), without a hit: top-dose activity change, negative = inhibition, hits mostly inhibitors | 580,000 compounds, 1.1% hits | AID 1671190, 2021; note: % is set by controls: 0 for no effect and ±100 for the full control effect
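Purified human 12hLO at 150 nM in 25 mM Hepes, 0.01% Triton X-100, pH 7.0, preincubated 15 min at room temperature with compound. Reaction started with 40 uM arachidonic acid, 30 min at room temperature. Hydroperoxide measured by Fe-xylenol orange, 573/405 nm absorbance ratio.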
Pin1 inh = qHTS Assay to Find Inhibitors of Pin1; Peptidyl-prolyl cis-trans isomerase NIMA-interacting 1 (Homo sapiens), Q13526; Pin1 FP peptide displacement, HiFluor488, 10 min; Potency, µM (highest dose often 115 µM), without a hit: at the top dose activity, negative = inhibition, usual class: inhibitors; 390,000 compounds, 0.009% hits; active = well fitted inhibition curve with a large enough effect in the polarisation, with a control signal flat, not every such curve was filed as active; inconclusive = small, poorly fitted or top-dose-only effect, or effect the other way, or a change in a side signal; inactive = no such curve, though single readings can be large or run the other way; the % refers to the polarisation; note: % is set by controls: 0 for no effect and ±100 for the full control effect
RGS4 inhibitor = Inhibitors of Regulator of G Protein Signaling (RGS) 4: qHTS; Potency, µM (series often up to 114 µM), for the others: at the top dose activity change, negative = inhibition, usual class: inhibitors; 390,000 compounds, 0.039% hits; Transcreener GDP fluorescence polarization, RGS4-accelerated GTP hydrolysis; Regulator of G-protein signaling 4 (Homo sapiens), P49798; note: % is set by controls: 0 for no effect and ±100 for the full control effect; nearly all actives have a fitted effect of over 75% in size; some results filed as inactive show a strong effect at the top dose
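MLSMR compounds (23 nl, pin-transferred) preincubated 10 min at room temperature with a 500nM (2x) first reagent, then RGS4 at 900nM (2x) plus Transcreener GDP mix added; fluorescence polarization (620/688 nm) read before and after 90 min at 30 °C.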
Tb PGK inh = qHTS Assay to Find Inhibitors of Phosphoglycerate Kinase; Potency, µM (series often up to 57.5 µM), for inactives: top-dose activity change, negative = inhibition, most hits filed as inhibitors; PGK/GAPDH coupled, Kinase-Glo luminescence, 60 min; Phosphoglycerate kinase, glycosomal (Trypanosoma brucei brucei), P07378; 380,000 compounds, 0.043% hits; note: % is set by controls: 0 for no effect and ±100 for the full control effect; nearly all actives have a fitted effect of over 60% in size
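Recombinant glycosomal PGK reaction used 1,3-bisphosphoglycerate generated in-well by GAPDH (100nM final) in 100mM TEA pH 7.6, 5mM MgCl2, 0.01% Tween-20. After 60 minutes at room temperature, ATP was read by Kinase-Glo Plus luminescence end-point.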
ERG Ets-DNA blk = qHTS for Small Molecule Inhibitors of the ERG Ets/DNA interaction; Transcriptional regulator ERG (Homo sapiens), P11308; Potency, µM (top dose mostly 76.9 µM), without a hit: at the top dose FP activity, negative = inhibition, most hits filed as inhibitors; fluorescence polarization, His-ERG Ets domain / labelled DNA; 370,000 compounds, 0.028% hits; AID 624246, 2012; active = well fitted inhibition curve with a large enough effect in the polarisation, with a control signal flat; inconclusive = small, poorly fitted or top-dose-only effect, or effect the other way, or a change in a side signal; inactive = no such curve, though single readings can be large or run the other way; the % refers to the polarisation;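 note: polarization taken with two DNA probes labelled with fluorescein and Texas red; % of control where 0% means no effect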
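His-tagged ERG Ets domain (1 uM in the protein solution; 300mM KCl, 50mM Tris-HCl, 1mM EDTA, 1mM DTT, pH 7.5) received compound, then a probe mix of 5 nM fluorescein-DNA and 100nM Texas-615-DNA. Fluorescence polarization was read for both dyes.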
rTrxR1 inhibitor = qHTS Assay for Inhibitors of Mammalian Selenoprotein Thioredoxin Reductase 1 (TrxR1): qHTS. Thioredoxin reductase 1, cytoplasmic (Rattus norvegicus), O89049. 390,000 compounds, 1% hits. AID 588453, 2011. Potency, µM (doses to about 114 µM), for inactives: at the top dose activity change, negative = inhibition, most hits filed as inhibitors. recombinant rTrxR1, NADPH fluorescence consumption, selenite substrate; note: % is set by controls: 0 for no effect and ±100 for the full control effect; nearly all actives have a fitted effect of over 65% in size
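Rat TrxR1 (90 nM in the dispensed reagent) was pre-reduced with 400 uM NADPH for 5 min at room temperature, then incubated with compound for 15 min. After 400 uM selenite was added, NADPH fluorescence (Ex 340/Em 450 nm) was followed for 8 min.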
HP1b chromo inh = HTS for Inhibitors of HP1-beta Chromodomain Interactions with Methylated Histone Tails. AlphaScreen HP1-beta / biotin-H3K9me3 peptide binding. 390,000 compounds, 0.56% hits. Potency, µM (top dose mostly 114 µM), without a hit: at the top dose activity change, negative = inhibition, hits mostly inhibitors. Chromobox protein homolog 1 (Homo sapiens), P83916; note: nearly all actives have a fitted effect of over 70% in size; inactives centre near 23
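AlphaScreen: HP1-beta (50 nM) preformed 30 min with biotin-H3(1-18)K9me3 peptide (50 nM) in PBS pH 7.4, 0.01% Tween-20. Compound added for 30 min at RT, then streptavidin donor/nickel chelate acceptor beads (10 ug/mL) for 30 min.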
* marks the source's active call; other numbers are inactive results; & = joins results of further samples; [ ] = dose if it differs, or a comment. Unless noted, calls come from the whole dose curve; as a rule, active = well fitted curve in the direction sought with a large enough effect; inconclusive = small, poorly fitted or top-dose-only effect, or another doubt; inactive = no such curve, though single readings can be large; an effect the other way counts as inactive or inconclusive. Potency is the fitted concentration of half-maximal effect.

How did Cc1sc(N/N=C/C=C/c2ccccc2)nc1-c1ccccc1 do in these assays?
GLS inh: 11%; JMJD2A Tudor: -29%; ALOX12 inh: -19%; Pin1 inh: 20%; RGS4 inhibitor: -8%; Tb PGK inh: -1%; ERG Ets-DNA blk: -4%; rTrxR1 inhibitor: 3%[57.1 µM]; HP1b chromo inh: 2%

What do the screens show for `CCC(C(=O)OC)n1cnc2c(nnn2-c2ccc(C)cc2)c1=O` (configuration not stated)?
GLS inh: 6%; JMJD2A Tudor: 4%; ALOX12 inh: 7%; Pin1 inh: 5%; RGS4 inhibitor: -2%; Tb PGK inh: 4%; ERG Ets-DNA blk: -1%; rTrxR1 inhibitor: -5%[57.1 µM]; HP1b chromo inh: 40%[activator]

Results for Cn1c(C(=O)N2CCCC(C(=O)NCCN3CCOCC3)C2)cc2sccc21 (configuration not stated) ?
GLS inh: -10%; JMJD2A Tudor: -4%; ALOX12 inh: 3%[57.4 µM]; Pin1 inh: -1%; RGS4 inhibitor: -13%; Tb PGK inh: -9%; rTrxR1 inhibitor: 3%; HP1b chromo inh: 25%

What do the screens show for `COC(=O)c1ccc(C)c(NC(=O)c2ccc(CN3CCc4ccccc4C3)cc2)c1`?
GLS inh: -1%; JMJD2A Tudor: -11%; ALOX12 inh: 0%; Pin1 inh: -4%; RGS4 inhibitor: 3%; Tb PGK inh: -2%; ERG Ets-DNA blk: 5%; rTrxR1 inhibitor: 10%; HP1b chromo inh: 22%

How did Cc1ccc(C(=O)/C=C/c2ccc(-c3ccc(C)cc3)o2)cc1 do in these assays?
GLS inh: -10%; JMJD2A Tudor: 79µM*; ALOX12 inh: inconclusive; Pin1 inh: inconclusive; RGS4 inhibitor: -53%; Tb PGK inh: -4%; ERG Ets-DNA blk: 10%; rTrxR1 inhibitor: 18µM*; HP1b chromo inh: -25%

What do the screens show for `CC(=O)c1cccc(NC(=O)Nc2nnc(N3CCCC3)s2)c1`?
GLS inh: -16%; JMJD2A Tudor: -5%; ALOX12 inh: -29%; Pin1 inh: -11%; RGS4 inhibitor: -19%; Tb PGK inh: 7%; ERG Ets-DNA blk: 4%; rTrxR1 inhibitor: 9%; HP1b chromo inh: 25%

What do the screens show for `CC(CC(=O)OCC(=O)NC1CCS(=O)(=O)C1)c1ccccc1` (configuration not stated)?
GLS inh: -10%; JMJD2A Tudor: -1%; ALOX12 inh: -4%; Pin1 inh: -10%; RGS4 inhibitor: 22%; Tb PGK inh: -5%; ERG Ets-DNA blk: 18%; rTrxR1 inhibitor: 17%; HP1b chromo inh: 17%

What do the screens show for `COc1cc(/C=N/Nc2ccc3ccccc3c2)ccc1OC(=O)c1ccco1`?
GLS inh: -3%; JMJD2A Tudor: -15%; ALOX12 inh: -8%; Pin1 inh: 106%[activator]; RGS4 inhibitor: -31%; Tb PGK inh: -7%; ERG Ets-DNA blk: -4%; rTrxR1 inhibitor: inconclusive; HP1b chromo inh: 17%

Results for CN1C(=O)C(C)(C)c2cc(S(=O)(=O)N3CCC(C(=O)NCc4ccc(F)cc4)CC3)ccc21 ?
GLS inh: 7%; JMJD2A Tudor: -10%; ALOX12 inh: 11%; Pin1 inh: 1%; RGS4 inhibitor: -25%; Tb PGK inh: inactive; ERG Ets-DNA blk: 10%; rTrxR1 inhibitor: 6%; HP1b chromo inh: 40%[activator]

How did COc1ccc(C2C(C(=O)N3CCN(c4ccc(OC)cc4)CC3)c3ccccc3C(=O)N2C)cc1 (configuration not stated) do in these assays?
GLS inh: 59%[activator]; JMJD2A Tudor: -20%; ALOX12 inh: 0%; Pin1 inh: -5%; RGS4 inhibitor: -9%; Tb PGK inh: -7%; ERG Ets-DNA blk: 0%; rTrxR1 inhibitor: -5%[57.1 µM]; HP1b chromo inh: 23%

How did Cc1oc2nc(SCC(=O)NC3CCCCC3)nc(N)c2c1C do in these assays?
GLS inh: 3%; JMJD2A Tudor: -3%[57.1 µM]; ALOX12 inh: -13%; Pin1 inh: -1%; RGS4 inhibitor: 27%[11.4 µM]; Tb PGK inh: -1%; ERG Ets-DNA blk: 3%; rTrxR1 inhibitor: -14%[57.1 µM]; HP1b chromo inh: 36%

What do the screens show for `CCOc1ccccc1N(C(=O)c1snc(C(N)=O)c1N)C(C(=O)NCCC(C)C)c1ccco1` (configuration not stated)?
GLS inh: 7%; JMJD2A Tudor: -21%; ALOX12 inh: -17%; Pin1 inh: -8%; RGS4 inhibitor: -9%; Tb PGK inh: 6%; ERG Ets-DNA blk: 4%; rTrxR1 inhibitor: -15%; HP1b chromo inh: 19%

Results for O=C(NCc1ccco1)c1cc(-c2ccccn2)nc2ccccc12 ?
GLS inh: -1%; JMJD2A Tudor: -23%; ALOX12 inh: 7%&-14%; Pin1 inh: 5%; RGS4 inhibitor: -17%; Tb PGK inh: 0%; rTrxR1 inhibitor: -13%; HP1b chromo inh: 14%

What do the screens show for `C/C(=N\NC(=O)Cc1cccn1C)c1cccs1`?
GLS inh: 3%; JMJD2A Tudor: -12%; ALOX12 inh: 15%; Pin1 inh: -6%; RGS4 inhibitor: -5%; Tb PGK inh: inactive; ERG Ets-DNA blk: 3%; rTrxR1 inhibitor: -11%; HP1b chromo inh: -2%

Results for CCCn1c(-c2ccc[nH]c2=O)nc2ccccc21 ?
GLS inh: 4%; JMJD2A Tudor: -15%; ALOX12 inh: -10%; Pin1 inh: -12%; RGS4 inhibitor: 11%; Tb PGK inh: inactive; ERG Ets-DNA blk: 2%; rTrxR1 inhibitor: -2%[57.1 µM]; HP1b chromo inh: 29%

Results for Cc1sc2ncn3ncnc3c2c1C ?
GLS inh: 5%; JMJD2A Tudor: -9%; ALOX12 inh: -18%; Pin1 inh: -14%; RGS4 inhibitor: 31%; Tb PGK inh: -1%; ERG Ets-DNA blk: -1%; rTrxR1 inhibitor: -15%; HP1b chromo inh: 33%

How did O=C(O)c1cccc(S(=O)(=O)Nc2ccc(Oc3ccccc3)cc2)c1 do in these assays?
GLS inh: -6%; JMJD2A Tudor: -12%; ALOX12 inh: 391%[activator]; Pin1 inh: -14%; RGS4 inhibitor: -16%; Tb PGK inh: -10%; ERG Ets-DNA blk: -7%; rTrxR1 inhibitor: 0%; HP1b chromo inh: 23%

What do the screens show for `Cc1cnc(C(=O)NC2CCSc3ccccc32)cn1` (configuration not stated)?
GLS inh: -1%; JMJD2A Tudor: -5%; ALOX12 inh: 421%[activator]; Pin1 inh: 4%; RGS4 inhibitor: -7%; Tb PGK inh: -4%; ERG Ets-DNA blk: 20%; rTrxR1 inhibitor: -3%; HP1b chromo inh: 57%[activator]

Results for CC(C(=O)N(C)C1CCS(=O)(=O)C1)N1C(=O)/C(=C/c2ccco2)SC1=S (configuration not stated) ?
GLS inh: -20%; JMJD2A Tudor: 50µM*; ALOX12 inh: inconclusive; Pin1 inh: 0%; RGS4 inhibitor: -38%[56.9 µM]; Tb PGK inh: -13%; ERG Ets-DNA blk: 64%[activator]; rTrxR1 inhibitor: -22%[57.1 µM]; HP1b chromo inh: inconclusive

How did Cc1sc2nc(C(C)C)nc(SCC(=O)NCc3ccco3)c2c1C do in these assays?
GLS inh: -11%; JMJD2A Tudor: -13%; ALOX12 inh: 5%; Pin1 inh: 3%; RGS4 inhibitor: -20%; Tb PGK inh: -8%; rTrxR1 inhibitor: inconclusive; HP1b chromo inh: 13%

What do the screens show for `COc1cccc(C(=O)COC(=O)C2CC3CCCC(C2)C3=O)c1` (configuration not stated)?
GLS inh: 4%; JMJD2A Tudor: -22%; ALOX12 inh: -24%; Pin1 inh: 5%; RGS4 inhibitor: 9%; Tb PGK inh: -5%; ERG Ets-DNA blk: 0%; rTrxR1 inhibitor: -3%; HP1b chromo inh: 20%

What do the screens show for `CC1C(=O)N(Cc2cccc(F)c2)c2ccccc2N1C(=O)c1ccccc1` (configuration not stated)?
GLS inh: -7%; JMJD2A Tudor: -2%; ALOX12 inh: 2%; Pin1 inh: 2%; RGS4 inhibitor: -12%; Tb PGK inh: 0%; ERG Ets-DNA blk: -10%; rTrxR1 inhibitor: 10%[57.1 µM]; HP1b chromo inh: 24%

Results for Cc1c(Nc2nc3ccccc3nc2NS(=O)(=O)c2cccc(Cl)c2)c(=O)n(-c2ccccc2)n1C ?
GLS inh: 1%; JMJD2A Tudor: -1%; ALOX12 inh: 1%; Pin1 inh: -4%; RGS4 inhibitor: -4%; Tb PGK inh: 7%; ERG Ets-DNA blk: 11%; rTrxR1 inhibitor: -13%; HP1b chromo inh: 22%

Not all compounds are listed. The share of hits here may be higher or lower than overall.
